# Bioassay records (PubChem BioAssay)
# IL-2 act: qHTS of IL-2 Activators. 360,000 compounds, 0.065% hits. IL-2 activation reporter assay, cell-based qHTS; stimulated with anti-CD3/CD4/CD28 beads; in transgenic mouse T cells. AID 652025, 2013. activation, % (series mostly up to about 46 µM); in the data active = activation above about 50%; inconclusive = mostly about 30% to 49%; also: 0% is about no effect
#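 Quantitative HTS in unstimulated transgenic mouse T cells, with memory T cells as non-tolerant control and PMA/ionomycin as tolerance-bypass control. Compound pretreatment lasted 60 minutes before 18 h bead stimulation; EGFP/DsRed fluorescence read.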
# PLK1 PBD inh: qHTS for Inhibitors of PLK1-PDB (polo-like kinase 1 - polo-box domain): Primary Screen | Serine/threonine-protein kinase PLK1 (Homo sapiens), P53350 | Plk1 PBD binding of FITC phosphopeptide, fluorescence polarization | Potency, µM, for the others: max response, negative = inhibition, actives largely listed as inhibitors | 360,000 compounds, 2.8% hits | AID 720504, 2013; also: potency is read from the fitted curve at half-maximal effect; series mostly up to about 57 µM; % is scaled to controls: 0 for no effect and ±100 for the full control effect; nearly all actives have a fitted effect of over 65% in size
# Target sequence (P53350 whole entry, looked up, the tested form may be a part): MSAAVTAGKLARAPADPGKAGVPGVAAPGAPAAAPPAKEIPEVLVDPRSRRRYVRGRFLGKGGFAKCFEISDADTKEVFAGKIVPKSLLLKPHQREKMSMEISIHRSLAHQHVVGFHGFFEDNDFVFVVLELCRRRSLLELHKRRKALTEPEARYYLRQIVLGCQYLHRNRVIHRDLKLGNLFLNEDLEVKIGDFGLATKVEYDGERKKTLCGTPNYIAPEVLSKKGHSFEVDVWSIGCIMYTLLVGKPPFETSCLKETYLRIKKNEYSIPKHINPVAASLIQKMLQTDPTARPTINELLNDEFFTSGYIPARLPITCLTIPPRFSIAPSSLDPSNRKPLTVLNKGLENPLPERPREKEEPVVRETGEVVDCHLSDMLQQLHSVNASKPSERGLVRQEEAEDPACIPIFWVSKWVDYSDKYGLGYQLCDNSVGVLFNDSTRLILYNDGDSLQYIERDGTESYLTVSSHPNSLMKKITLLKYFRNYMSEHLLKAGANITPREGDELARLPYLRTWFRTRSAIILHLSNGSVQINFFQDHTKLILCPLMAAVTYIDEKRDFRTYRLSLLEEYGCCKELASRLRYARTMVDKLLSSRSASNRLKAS
# EPAC1 ag: qHTS for Agonist of cAMP-regulated guanine nucleotide exchange factor 3 (EPAC1): primary screen; 360,000 compounds, 0.073% hits; Potency, µM (top dose mostly 154 µM), without a hit: top-dose activation, hits mostly activators; EPAC1 agonist qHTS, biochemical assay; response scale: 100% = response to 6.5 mM cAMP; also: potency is read from the fitted curve at half-maximal effect; nearly all actives have a fitted effect of over 60% in size
#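 Read-out is the fluorescence drop as BODIPY-GDP leaves Rap1B (480 nm excitation, 540 nm emission), recorded every 5 minutes over 30 minutes. Reactions held 100 nM EPAC1, 250 nM Rap1B–BODIPY-GDP and 50 uM GDP, with 6.5 mM cAMP setting full activation.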
# Abeta yeast res: qHTS for compounds that reverse cellular toxicity of Amyloid beta (A-beta) peptide in yeast: Primary Screen. AID 1347071, 2019. Potency, µM (doses to about 46.1 µM), for inactives: at the highest dose growth rescue, most hits filed as activators. yeast expressing A-beta42, growth rescue, OD600, 48 h; response scale: 0% DMSO, 100% iron-clioquinol control. 410,000 compounds, 0.063% hits; also: potency is read from the fitted curve at half-maximal effect; nearly all actives have a fitted effect of over 55% in size
#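 Yeast growth medium received pinned compounds, then yeast cells expressing toxic A-beta were added; plates incubated at 30 C for 48 hr. Growth read as absorbance at 600 nm, normalized to DMSO and equimolar FeCl3 plus clioquinol controls.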
# FUS yeast rescue: qHTS for Suppressors of FUS Proteinopathy: Primary screen using FUS-linked yeast assay; S. cerevisiae FUS-expressing, growth rescue, OD600, 24 h; Potency, µM (series often up to 76.6 µM), without a hit: top-dose growth rescue (activation), usual class: activators; 390,000 compounds, 0.24% hits; AID 1347120, 2019;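 also: potency is read from the fitted curve at half-maximal effect; plate controls were DMSO vehicle for no effect and reference control for full effect; nearly all actives have a fitted effect of over 55% in size; some results filed as inactive show a strong effect at the top dose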
#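 Read-out: OD at 600 nm after 24hr at 30C, reporting rescue of FUS-induced yeast toxicity. Cells at OD 0.005 in galactose (2%) minimal medium; compounds tested in a dilution series; CP55940 titration from 92uM final as control.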
# EPAC1 antag: qHTS for Antagonist of cAMP-regulated guanine nucleotide exchange factor 3 (EPAC1): primary screen | Potency, µM (series often up to 115 µM), for the others: at the top dose activity change, negative = inhibition, actives largely listed as inhibitors | 360,000 compounds, 0.14% hits | Rap guanine nucleotide exchange factor 3 (Homo sapiens), O95398 | EPAC1 GEF assay, Rap1b-BODIPY-GDP exchange fluorescence;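 also: potency is read from the fitted curve at half-maximal effect; plate controls were vehicle for no effect and positive control for full effect; nearly all actives have a fitted effect of over 50% in size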
# WRN inhibitor: qHTS for Inhibitors of WRN Helicase; Potency, µM (top dose mostly 114 µM), inactives show at the top dose activity change, negative = inhibition, most hits filed as inhibitors; WRN helicase unwinding, fluorescent forked duplex, kinetic; Bifunctional 3'-5' exonuclease/ATP-dependent helicase WRN (Homo sapiens), Q14191; 360,000 compounds, 0.46% hits; also: potency is read from the fitted curve at half-maximal effect; % is scaled to controls: 0 for no effect and ±100 for the full control effect; nearly all actives have a fitted effect of over 55% in size
#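 WRN at 20 nM final preincubated with compound 15 min at room temperature; reaction started with 100 nM fluorophore/quencher forked duplex oligonucleotide and 2 mM ATP final. Unwinding followed kinetically by red fluorescence (ex 525, em 598 nm).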
# PI5P4K alpha inh: qHTS for Inhibitors of phosphatidylinositol 5-phosphate 4-kinase (PI5P4K); 330,000 compounds, 1.2% hits; Phosphatidylinositol 5-phosphate 4-kinase type-2 alpha (Homo sapiens), P48426; max response, %; PI5P4Kalpha enzyme, ADP-Glo luminescence, 60 min; stronger effect = lower value; active = max response of -50% or lower; inconclusive = between -30% and -50%; inactive = -30% or higher; also: value at the top dose of about 77 µM; % is scaled to controls: 0 for no effect and ±100 for the full control effect
# Target sequence (P48426 whole entry, looked up): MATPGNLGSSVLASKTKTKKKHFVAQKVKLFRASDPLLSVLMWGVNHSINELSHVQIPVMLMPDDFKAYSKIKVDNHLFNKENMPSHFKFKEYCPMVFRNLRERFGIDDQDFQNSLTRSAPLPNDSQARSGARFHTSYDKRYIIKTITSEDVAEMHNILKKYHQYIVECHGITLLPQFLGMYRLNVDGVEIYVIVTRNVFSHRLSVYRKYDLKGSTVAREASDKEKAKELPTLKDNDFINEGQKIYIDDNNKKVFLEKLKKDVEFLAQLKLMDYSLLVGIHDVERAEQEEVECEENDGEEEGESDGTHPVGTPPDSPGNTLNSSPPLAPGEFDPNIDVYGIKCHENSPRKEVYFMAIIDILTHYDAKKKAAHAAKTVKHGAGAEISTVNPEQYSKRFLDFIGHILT
#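 qHTS, 1536-well: enzyme/substrate mix, compound by pin tool, 5 microM ATP final; RT 60 min; ADP-Glo reagents 1 (45 min) then 2 (30 min); luminescence.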
# * hit, by the source's call; ? = inconclusive; / = no result given; [ ] = another dose, or the depositor's remark. Unless noted, calls follow the shape of the dose curve; as a rule, active = well fitted curve in the direction sought with a large enough effect; inconclusive = small, poorly fitted or top-dose-only effect, or another doubt; inactive = no such curve, though single readings can be large; an effect the other way counts as inactive or inconclusive.
SMILES,IL-2 act,PLK1 PBD inh,EPAC1 ag,Abeta yeast res,FUS yeast rescue,EPAC1 antag,WRN inhibitor,PI5P4K alpha inh
COC(=O)C1CCCN1S(=O)(=O)c1ccccc1NC(=O)c1cc(OC)c(OC)c(OC)c1 (stereo not given),-3.5,-3%,5%,3%,5%,-8%,0%,-3
COc1cccc(-c2nc3ccccc3c(=O)o2)c1,-1.4,-3%,8%,-8%,11%,-4%,-1%,/
C=CCOC(=O)CSCC(NC(=O)OC(C)(C)C)C(=O)OCC (stereo not given),-0.5,2%,2%,9%,4%,4%,0%,-3
CC(=O)C1=C(O)C(=O)N(C)C1c1ccccc1[N+](=O)[O-] (stereo not given),-0.5,27µM*,7%,3%,13%,3%,0%,-26
Cc1cccc(S(=O)(=O)Nc2nc3ccccc3nc2NCc2ccc3c(c2)OCO3)c1,0.3,-9%,5%,16%,-9%,-11%,-10%,-2
CCOc1ccc(-c2nc(CSCC(=O)NCCCN3CCCC3=O)c(C)o2)cc1,-3.0,0%,-9%,2%,4%,-2%,13%,-11
Cc1c(CCO)c(=O)[nH]n1S(=O)(=O)c1ccccc1,0.7,-4%,-1%,-5%,-7%,-10%,8%[57.1 µM],1
COc1cccc(OCC(=O)NNC(=O)C(=O)N2CCCC2)c1,-0.2,-7%,-7%,2%,/,7%,1%,0
NC(=O)CC(NSc1ccccc1[N+](=O)[O-])C(=O)O (stereo not given),-0.6,3.8µM*,4%,17%,6%,-11%,-3%,-57*
CCn1cc(CNCc2cn[nH]c2-c2cc3ccccc3o2)cn1,0.9,8%,0%,0%,11%,-1%,2%,0
O=C(O)[C@@H](O)c1ccccc1,0.5,3%,-15%,-10%,-37%,-4%,1%,3
CCOC(=O)C1=C(COC(=O)Cc2ccc(OC)c(OC)c2)NC(=O)NC1C (stereo not given),1.4,2%,-1%,-2%,-7%,12%,-1%,0
O=S(=O)(Nc1cccc(S(=O)(=O)N2CCCC2)c1)c1ccc(Cl)s1,-0.5,-3%,-5%,9%,5%,16%,-1%,-5
CC1=CC(C)(C)N=C(Nc2nc(C)c3cc(C)cc(C)c3n2)N1,-0.7,1%,-8%,-18%,-5%,14%,83%[activator],3
O=C(NNC1=NCCC1)C1CC1,1.4,-3%,0%,-5%,6%,-1%,-4%,3
CCCCN(C)CCNC(=O)c1cc2c(-c3ccccc3F)nn(C)c2s1,-4.0,-3%,10%,4%,24%,-2%,20%,17
CC(C)(C)N1C(=O)[C@H]2[C@@H](c3ccc(Br)cc3)N3C(=O)N(c4cccc(F)c4)C(=O)[C@@]3(Cc3ccccc3)[C@H]2C1=O,-0.1,3%,2%,2%,?,-2%,1%,2
Cc1ccccc1OCc1n[nH]c(=S)n1-c1cccc(Cl)c1,0.3,-19%,-7%,-12%,1%,-7%,8%,-10
CCOC(=O)c1sc(Nc2nc3c(OC)cccc3s2)cc1C,0.5,-1%,-5%,-21%,?,?,-30%,0
CCCCNCCOCCSc1ccc(Cl)cc1,-4.0,-1%,-9%,5%,-10%,-14%,2%,0
CCOP(=O)(c1ccccc1)C(O)c1ccc(Br)cc1 (stereo not given),0.1,-10%,-5%,2%,-4%,-15%,5%,2
CCCCN(C)CCCNC(=O)c1cn(C)c2ccc(S(=O)(=O)N(C)C3CCCCC3)cc2c1=O,-0.1,-1%,-17%,-16%,-14%,-16%,5%,3
COc1ccccc1S(=O)(=O)N1CCNC(=O)C1,0.5,-4%,-3%,6%,3%,0%,-6%,-2
COc1ccc(Nc2nc(Nc3ccc(OC)cc3OC)nc(N3CCN(C)CC3)n2)c(OC)c1,-3.1,-7%,10%,5%,19%,-2%,-1%,-3
O=C(Cn1nc(C(F)(F)F)c2c1CCCCC2)N1CCOCC1,-0.1,0%,0%,13%,-12%,1%,2%,-1

# Limited to EPAC1 antag and WRN inhibitor, for some of the entries so far:
canonical_smiles	EPAC1 antag	WRN inhibitor
O=C(NNC1=NCCC1)C1CC1	-1%	-4%
CCCCN(C)CCNC(=O)c1cc2c(-c3ccccc3F)nn(C)c2s1	-2%	20%
CC(C)(C)N1C(=O)[C@H]2[C@@H](c3ccc(Br)cc3)N3C(=O)N(c4cccc(F)c4)C(=O)[C@@]3(Cc3ccccc3)[C@H]2C1=O	-2%	1%
Cc1ccccc1OCc1n[nH]c(=S)n1-c1cccc(Cl)c1	-7%	8%

# Complete entries as entered above. Order of screens: IL-2 act | PLK1 PBD inh | EPAC1 ag | Abeta yeast res | FUS yeast rescue | EPAC1 antag | WRN inhibitor | PI5P4K alpha inh
# `O=C(Cn1nc(C(F)(F)F)c2c1CCCCC2)N1CCOCC1` across the screens: -0.1 | 0% | 0% | 13% | -12% | 1% | 2% | -1
# `C=CCOC(=O)CSCC(NC(=O)OC(C)(C)C)C(=O)OCC` (stereo not given) across the screens: -0.5 | 2% | 2% | 9% | 4% | 4% | 0% | -3

# New compounds follow
SMILES,IL-2 act,PLK1 PBD inh,EPAC1 ag,Abeta yeast res,FUS yeast rescue,EPAC1 antag,WRN inhibitor,PI5P4K alpha inh
Cc1cc(NS(=O)(=O)c2ccc(NC(=O)Nc3ccc4c(c3)OCO4)cc2)no1,0.4,-10%,5%,0%,32%,3%,-30%,/
CC1Cc2ccccc2N1C(=O)COC(=O)Cn1nnc(-c2ccccc2)n1 (stereo not given),0.6,-5%,5%,?,12%,-5%,-4%,8
O=C(CCNS(=O)(=O)c1ccccc1)NCC1CCCCC1,1.7,-24%,5%,-5%,1%,-6%,4%,5
O=[N+]([O-])c1ccc(CSc2ccc(S(=O)(=O)N3CCCCCC3)cn2)cc1,-4.5,-15%,5%,34%,1%,-7%,-1%,2
O=C(Nc1ccc2c(c1)C(=O)NC2=O)c1cccc(C(F)(F)F)c1,1.1,-8%,1%,-11%,-15%,1%,-12%,5
O=C(c1cnn2c(C(F)(F)F)cc(-c3ccco3)nc12)N1CCc2ccccc2C1,-1.8,-16%,4%,?,?,-5%,-9%,/
COc1ccc(-c2nc(-c3cccs3)c(-c3cccs3)[nH]2)cc1OC,-1.5,0%,6%,24%,42%,-12%,3%[57.1 µM],-4
Cc1nc2ccccc2nc1N1CCOCC1,-0.8,-3%,0%,10%,-7%,-10%,-1%,6
Cc1sc2ncnc(NCC(O)c3ccc([N+](=O)[O-])cc3)c2c1C (stereo not given),-4.1,-17%,-1%,4%,29%,-28%,?,-9
Cc1cc(C)cc(NC(=S)N2CCC(c3nc4ccccc4s3)CC2)c1,-2.2,-5%,19%,7%,-1%,-15%,9%,/
COc1cc(NC(=O)c2ccc(C(=O)c3ccccc3)cc2)cc(OC)c1OC,-1.1,3%,1%,-12%,/,-12%,-25%,-3
COc1cc(N)ccc1C(=O)O,0.7,-1%,14%,-8%,-8%,-13%,2%,1
CC1CCN(c2c(NCc3ccc(C(=O)N4CCN(C5CCCCC5)CC4)cc3)c(=O)c2=O)CC1,-3.1,-4%,-7%,-15%,15%,9%,7%,4
CCCNC(=O)Nc1ccsc1C(=O)OC,-2.2,-17%,-8%,-13%,5%,-2%,-6%,-10
CC(NCCN(C)C)C1CCC2C3CCc4cc(O)ccc4C3CCC12C (stereo not given),-7.6,-1%,8%,0%,/,0%,1%,-4
O=C(Nc1ccc(F)cc1)c1cccnc1N1CCOCC1,-0.6,-3%,8%,0%,-8%,9%,-6%,3
CC(=O)c1cccc(-c2ccnc3c2CC(C(=O)Nc2cccnc2)O3)c1 (stereo not given),0.1,8%,-6%,-14%,-10%,-9%,7%,?
Cc1nnc(NC(=O)c2ccccc2F)s1,-0.2,-4%,8%,3%,14%,-5%,-6%,/
O=[N+]([O-])c1ccccc1OCCOc1ccccc1[N+](=O)[O-],-0.1,-3%,8%,9%,-30%,7%,-25%,-7
Nc1nc2n(n1)C(c1ccco1)CC(c1ccc(F)cc1)N2 (stereo not given),-1.7,-18%,8%,1%,-21%,-26%,5%,-2
COc1ccc(C(=O)N2N=C(c3cccc(NS(C)(=O)=O)c3)CC2c2cccs2)cc1 (stereo not given),0.2,5%,4%,-6%,1%,-9%,-10%,8
Cc1ccc(C(=O)NC(NC(=O)c2ccc(C)cc2)c2cccc([N+](=O)[O-])c2)cc1,0.7,-12%,0%,-3%,/,0%,-21%,6
Cc1ccc2c(c1)N(CC(=O)OC(CC(C)C)C(=O)NC1CCCC1)C(=O)CO2 (stereo not given),0.9,-7%,4%,-3%,32%,3%,3%,/
COc1ccc(N2CCN(C(=O)CN(C)S(=O)(=O)c3cc(C)ccc3OC)CC2)cc1,2.1,-2%,2%,-8%,19%,5%,1%,0
COc1cc(C2=NOC(C(=O)Nc3c(C)n(C)n(-c4ccccc4)c3=O)C2)cc(OC)c1OC (stereo not given),-1.7,0%,-13%,5%,-16%,6%,1%,-6
COC(CNC(=O)c1ccc(CS(=O)(=O)c2ccc(Br)cc2)o1)OC,2.1,-11%,-4%,6%,7%,-9%,2%,3

# Sorted by value in EPAC1 ag (rising): some entries from above
mol,PLK1 PBD inh,EPAC1 ag,EPAC1 antag,WRN inhibitor,PI5P4K alpha inh
COC(CNC(=O)c1ccc(CS(=O)(=O)c2ccc(Br)cc2)o1)OC,-11%,-4%,-9%,2%,3
COc1cc(NC(=O)c2ccc(C(=O)c3ccccc3)cc2)cc(OC)c1OC,3%,1%,-12%,-25%,-3
COc1ccc(N2CCN(C(=O)CN(C)S(=O)(=O)c3cc(C)ccc3OC)CC2)cc1,-2%,2%,5%,1%,0
Cc1ccc2c(c1)N(CC(=O)OC(CC(C)C)C(=O)NC1CCCC1)C(=O)CO2 (stereo not given),-7%,4%,3%,3%,/
CC1Cc2ccccc2N1C(=O)COC(=O)Cn1nnc(-c2ccccc2)n1 (stereo not given),-5%,5%,-5%,-4%,8
COc1cc(N)ccc1C(=O)O,-1%,14%,-13%,2%,1

# Random draw from the library, and some 4.1% of all compounds hit somewhere here.
